# HIF activator = HIF pathway transcriptional activation | U2OS HRE-luciferase reporter, luminescence; normalized: DMSO 0%, desferrioxamine 100% | activation, % at 7.5 µM (by protocol) | 300,000 tested, 0.32% active;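 active means mean activation of at least 10% of the iron chelator positive control signal, with at least half of replicates also reaching 10%; inconclusive means mean and replicate majority disagree about reaching 10%; inactive means mean and most replicates under 10%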
# HDAC3 inh = inhibitors of human histone deacetylase 3; O15379; recombinant HDAC3, fluorogenic peptide/trypsin coupled, fluorescence; inhibition, % at 8.3 µM; 320,000 tested, 0.15% active; AID 2718; in the data active means inhibition above about 26%, passing the limit was not always enough; inconclusive means no clear call, values can overlap the other calls
# Target sequence (O15379 whole entry, looked up): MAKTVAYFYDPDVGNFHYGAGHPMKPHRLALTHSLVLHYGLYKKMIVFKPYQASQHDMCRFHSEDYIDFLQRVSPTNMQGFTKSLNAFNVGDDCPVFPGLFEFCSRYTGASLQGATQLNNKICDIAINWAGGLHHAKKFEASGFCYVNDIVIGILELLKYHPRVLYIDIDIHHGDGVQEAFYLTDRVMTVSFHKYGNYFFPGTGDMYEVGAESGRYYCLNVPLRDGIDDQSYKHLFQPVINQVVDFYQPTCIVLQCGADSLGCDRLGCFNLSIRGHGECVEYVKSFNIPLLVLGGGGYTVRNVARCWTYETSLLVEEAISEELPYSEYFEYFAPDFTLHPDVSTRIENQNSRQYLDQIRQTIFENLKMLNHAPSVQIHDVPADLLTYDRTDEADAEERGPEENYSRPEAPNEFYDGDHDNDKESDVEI
# HSP90 inh = inhibitors of HSP90 luciferase refolding in rabbit reticulocyte lysate; inhibition, % at 5.6 µM; 290,000 tested, 0.91% active; luciferase refolding luminescence, 3 h;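 active means inhibition above the screen-wide mean plus 3 SD, computed separately per campaign, cut at about 16% in these data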;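 further: 0% = DMSO wells and 100% = 60 µM geldanamycin wells; inhibitors lower the luminescence because luciferase stays unfolded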
# AI-2 QS mod = modulators of Vibrio harveyi AI-2 quorum sensing system | activity change, % at 7.5 µM | 300,000 tested, 0.4% active | Vibrio harveyi JMH597 AI-2 luminescence/OD600 ratio, 9 h; active compounds read low; strain lacks LuxN and CqsS sensors; 0 = neutral-control median | AID 2094; in the data active means activity change below about -75%, passing the limit was not always enough; inconclusive means no clear call, values can overlap the other calls;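 further: luminescence divided by OD600 gain over 9 h not by final OD600 alone; inactives centre near 13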
# HSF-1 act = increases HSF-1 driven luciferase reporter signal | NIH3T3-HGL HSF-1 luciferase reporter, MG132, 8 h; 100% = twice DMSO control signal | activation, % at 9 µM | 300,000 tested, 1.7% active | AID 504408;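 active means mean replicate activation of at least 50% with a set share of replicates each reaching 50%; inconclusive means only one of those two conditions met; inactive means mean below 50% and too few replicates reaching it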;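 further: 0% = median of the neutral control wells and 100% = twice that signal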
# Platelet DG rel = platelet dense granule release activity | human platelet-rich plasma, SFLLRN dense granule ATP release, luminescence | inhibition, %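 (compounds screened at 7.5 µM in platelet-rich plasma)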 | 300,000 tested, 0.22% active | AID 1663;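 active means mean replicate score, as percent of positive control, at or above 50; inconclusive means mean below 50 but at least one replicate at or above 50; inactive means mean and every replicate below 50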
# aSyn 5UTR inh = MLPCN primary screen, SNCA 5' untranslated region. alpha-synuclein 5'UTR reporter, inhibitor activity. inhibition, % (tested at 7.5 µM). 300,000 tested, 0.82% active; in the data active means inhibition above about 60%; inconclusive means no clear call, values can overlap the other calls;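 further: H4 neuroglioblastoma cells stably carrying SNCA 5'UTR luciferase fusion; 0% = DMSO wells and 100% = positive control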
# IEC-6 tox = IEC-6 cytotoxicity, counter-screen for KLF5 inhibitors; luminescence viability; inhibition, % at 5 µM; 290,000 tested, 0.78% active; in the data active means inhibition above about 22%;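 further: 0% = plate median of test compound wells and 100% = cytotoxic reference compound wells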
# KLF5 inh = suppresses KLF5 promoter-driven expression | AID 1700 | 290,000 tested, 0.23% active | DLD-1 KLF5 promoter-luciferase reporter, luminescence | inhibition, % at 5 µM;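 active means inhibition above a per-plate limit of that plate's mean compound inhibition plus 3 SD, cut at about 60% in these data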;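 further: 0% = DMSO wells and 100% = LY294002 at 200 µM; higher means less KLF5 promoter-driven luciferase light; inactives centre near -14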
# HSF1 inh = HSF1 inhibition | NIH3T3-HGL HSE-luciferase, MG132-induced, luminescence 8 h; active compounds read low | activity change, negative = inhibition, % at 7.5 µM (by protocol) | 300,000 tested, 0.77% active | AID 2098;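 active means more than half of replicate wells show activity change below -50%, luminescence cut by over half; inconclusive means some wells, but at most half, below -50%; inactive means no replicate well below -50%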;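 further: luciferase reports HSF-1 transcriptional activity via heat shock element; 0% = median of DMSO wells and -100% = zero luminescence signal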
# * hit, by the source's call; ? = inconclusive; . = no result given.
# Results follow in this order: HIF activator	HDAC3 inh	HSP90 inh	AI-2 QS mod	HSF-1 act	Platelet DG rel	aSyn 5UTR inh	IEC-6 tox	KLF5 inh	HSF1 inh
- Cc1ccc2[nH]c(=O)c(C(c3nnnn3C3CCCC3)N(Cc3cccnc3)Cc3ccco3)cc2c1 (stereo not drawn)
→ 0.3	-10	9	24	19	7	-33	-7	-71	9
- Cc1nc2nc(C)c(NS(=O)(=O)c3ccc(Cl)cc3)c(=O)n2[nH]1
→ 0.2	1	0	.	12	1	-19	-5	-25	0
- Cc1ccnc(NC(=O)c2ccccc2NC(=O)c2ccccc2)c1
→ 2.4	0	4	3	-8	20	-11	-1	2	8
- COCCCNC(=S)N(CCCN(C)C)Cc1cc2cc3c(cc2[nH]c1=O)OCCO3
→ -0.5	-5	2	12	10	9	4	-1	-13	-2
- O=C(NN=C1CCCC1)NC1CCCCC1
→ -0.1	.	-6	15	3	-18	13	7	-12	-6
- CCOC(=O)NC(=O)C(=CNc1ccccc1C)C(=O)NC(=O)OCC
→ 0.1	2	-3	9	-3	-4	6	0	2	-6
- O=C(O)c1ccc(N2CCCS2(=O)=O)cc1
→ 0.2	1	5	.	11	-13	-24	-3	17	-4
- COc1ccc(C(=O)NN(C)c2nc(C(F)(F)F)nc3ccccc23)cc1
→ 0.5	2	-2	0	-39	-5	33	96*	82*	-22
- Cc1ccc(CNC(=O)Nc2cccs2)cc1
→ 1.4	4	6	-82*	73*	4	-115	9	-51	47
- CC1=C(C)C(C)=C(C#N)C(=C(C#N)C#N)N1
→ -0.7	-8	-1	-9	15	-4	-3	3	-22	3
- CC1Cc2ccccc2N1C(=O)CCn1c(=O)oc2ccccc21 (stereo not drawn)
→ 0.1	-5	-2	20	8	6	-3	-3	-25	7
- CC(=O)Nc1nc(-c2ccccc2)ns1
→ 2.1	0	-6	4	19	-5	-108	6	-59	14
- COCCN(C(=O)CSc1nnc(-c2ccccc2F)n1C)c1c(N)n(Cc2ccccc2)c(=O)[nH]c1=O
→ -0.1	-3	2	26	2	1	7	2	4	-7
- CC(C)(C)C1CCc2c(C(=O)NNC(=O)CCC(=O)O)csc2C1 (stereo not drawn)
→ -0.3	8	-6	9	5	3	13	-5	-10	-6
- CCn1nc(NC(=O)c2ccco2)c2cc3ccc(C)cc3nc21
→ -0.3	7	-1	8	3	13	-2	-1	-17	-6
- O=C(Cn1cncn1)c1ccccc1Br
→ -1.2	-1	14	23	-1	-11	-1	-4	8	4
- COc1ccc2[nH]c(=O)c(C(c3nnnn3CC3CCCO3)N3CCCCC3)cc2c1 (stereo not drawn)
→ 0.3	?	-2	13	-11	2	19	-3	18	-2
- COC(=O)C1C(=O)CC(C)(O)C(C(=O)OC)C1/C=C/c1ccccc1 (stereo not drawn)
→ -0.3	-1	-1	8	-6	-4	8	-5	-23	-3
- COc1cccc(C2=NOC(C(=O)NC(C)C)C2)c1 (stereo not drawn)
→ 0.0	-5	-3	19	-2	4	0	-4	-41	-3
- O=C(O)CCc1nc(-c2cccs2)no1
→ -0.3	-3	2	25	-1	-1	6	-4	-25	1
- COc1cc(NC(=O)CN2CCCCC2)c(C)cc1[N+](=O)[O-]
→ 2.5	-1	-4	4	7	-1	-15	0	4	8
- CCOC(=O)c1c(C)[nH]c(C)c1S(=O)(=O)N1c2ccccc2CC1C (stereo not drawn)
→ 32*	7	7	-6	38	6	-1	-1	5	6
- NS(=O)(=O)c1cccc(NC(=O)COc2ccc([N+](=O)[O-])cc2)c1
→ 1.4	0	2	-5	20	13	3	0	-2	-5
- O=C1CCC(C(=O)N2CCC(O)(c3ccccc3)CC2)CN1CCc1ccccc1 (stereo not drawn)
→ 0.5	1	-5	6	-2	5	22	1	-26	0
- COc1ccccc1CN1CCNC(=O)C1CC(=O)NC1CCCCCC1 (stereo not drawn)
→ -0.7	-1	0	0	0	-5	6	-7	-29	8
- O=C(N/N=C1/CCSC1)c1cccc([N+](=O)[O-])c1
→ 0.2	0	-4	25	26	-38	-30	2	-22	0
- O=C(NC1CC1)c1ccc2c(Cl)c3c(nc2c1)CCCC3
→ 1.2	.	-4	12	28	5	-87	-2	-33	9
- C/C(CCC(C)C)=N\NC(=S)NCc1ccccc1
→ -1.0	-5	3	42	13	0	-16	2	2	4
- CN(CC(=O)Nc1cccc(S(=O)(=O)N(C)C)c1)Cc1ccccc1
→ -3.0	-4	-5	20	13	3	-25	1	-13	2
- COCCn1nnnc1C(c1cc2ccc(OC)cc2[nH]c1=O)N1CCN(C2CCCCC2)CC1 (stereo not drawn)
→ 0.0	-2	-6	-14	-10	18	12	-6	-5	-4
- Cc1ccc(OCCn2nc3ccccc3n2)c(C)c1
→ -13	6	1	6	?	-7	-90	-2	-26	18
- O=C(Nc1cccc(Cl)c1Cl)C1CCCC1
→ 0.1	1	.	25	-21	3	-4	.	.	-1
- CCN(CC)Cc1c(O)ccc2c(=O)c(-c3ccc4c(c3)OCCO4)coc12
→ 0.3	-2	-2	19	-6	12	-13	6	0	3
- Cc1ccc(S(=O)(=O)Oc2ccc(/C=N/NC(=O)c3c(Cl)cnn3C)cc2)cc1
→ 0.2	-1	3	5	11	-5	-41	3	2	-14
- CCn1c(-c2ccccc2Cl)nn(CC(=O)Nc2ccccc2C)c1=S
→ 0.0	4	1	4	0	-9	4	-1	-19	-2
- CN1CCN(c2ccccc2NC(=O)c2ccc(-c3cccc(Cl)c3)o2)CC1
→ 0.0	7	3	17	-4	-13	34	-4	-24	-4
- Cc1ccc(/C=N/Nc2ccc3c(C(F)(F)F)cc(C(F)(F)F)nc3n2)cc1
→ -0.5	-1	0	27	6	0	-16	3	-27	-2
- Cc1c(C)c2ccc(OS(C)(=O)=O)cc2oc1=O
→ -0.8	-5	-1	2	7	-14	-20	-10	12	-6
- COCCNC(=O)[C@H]1N2C(=O)c3c(ccc(OC)c3OC)C2SC1(C)C (stereo partly drawn)
→ -7.1	-9	3	3	8	14	6	2	-8	0
- CCCN(CCC)S(=O)(=O)c1ccc(C(=O)Nc2nnc(-c3cc(OC)cc(OC)c3)o2)cc1
→ -0.2	3	1	15	-19	0	82*	1	26	-10
- O=S(=O)(c1cccc(-c2csc(-c3ccccc3)n2)c1)N1CCOCC1
→ 0.2	4	3	12	30	1	-10	-1	18	12
- CC(C)c1ccc(NC(=O)N2CCc3ccccc3C2)cc1
→ 1.4	3	-1	14	37	3	-261	2	-90	16
- Cc1ccc(NC2=CC(=O)CC(C)(C)C2)c(N)c1
→ 2.2	0	3	0	0	1	8	-4	-51	-3
- Cc1cc(C(=O)NCCCN2CCCC2=O)cs1
→ 1.5	3	2	8	-11	2	16	-5	-6	-5
- COc1ccc(C2C(C#N)=C(C)NC(C)=C2C(=O)OC(C)C)c(OC)c1 (stereo not drawn)
→ 1.1	-8	0	-3	18	10	27	2	-4	9
- CSc1nnc(NC(=O)c2ccc3c(c2)OCO3)s1
→ -4.2	-3	54*	14	-14	5	81*	-3	75*	-18
- CCCCn1nnc(NC(=O)c2cc3ccccc3o2)n1
→ 1.9	2	-2	16	39	0	-137	6	-77	25
- CC(CNC(=O)CCn1c(=O)c2cccn2c2ccc(F)cc21)c1ccccc1 (stereo not drawn)
→ -0.4	-3	2	4	32	0	-12	4	-9	2
- COC(=O)C1=C(C)OC(N)=C(C#N)C1c1ccco1 (stereo not drawn)
→ -1.2	3	1	6	5	1	15	-8	-22	-1
- Cc1nc2ccccc2c2oc(C(=O)N3CCN(C(=O)c4ccco4)CC3)cc12
→ -0.5	-8	2	5	10	-4	21	-3	-22	14
- Cc1ccc(NC(=O)NC(=O)c2ccccc2)cc1F
→ 3.9	0	7	14	18	27	-128	3	-113	11
- Cc1ccc(C2CC2C(=O)NNC(=S)Nc2cccc(C)c2)cc1 (stereo not drawn)
→ -0.2	-1	2	11	-19	3	10	3	-24	0
- COCC(C)n1c(SCc2cc(C(=O)OC)c(C)o2)nc2ccccc2c1=O (stereo not drawn)
→ -0.8	4	1	-5	-8	3	29	-7	5	-1
- O=C(COC(=O)Cn1cnc2ccccc2c1=O)NCc1ccccc1Cl
→ 0.0	0	3	-1	-16	5	5	2	11	-5
- c1ccc(-c2cnnc(N3CCOCC3)n2)cc1
→ 1.9	.	4	24	1	0	-110	-2	-15	-3
- Cc1ccc(NC(=S)c2nc3ccccc3[nH]2)c(C)c1
→ 0.2	2	2	-6	72*	1	-116	5	-60	26
- CCN(CC)S(=O)(=O)c1ccc(N2CCCC2)c(NC(=O)CN2C(=O)NC3(CCCC3)C2=O)c1
→ -0.6	1	.	0	-32	-1	5	.	.	-9
- Cc1ccc2c(C(=O)CN3CCCC(C)C3)c(C)[nH]c2c1 (stereo not drawn)
→ 1.7	-4	13	-3	-7	1	0	7	7	-2
- COc1ccc(CN(C(=O)COc2ccc(C)c(C)c2)C2CCS(=O)(=O)C2)cc1OC (stereo not drawn)
→ 0.5	1	-1	6	-1	-3	7	-5	3	1
- CCOC(=O)c1c(C)c(C(=O)NCc2ccco2)c(C)n1C
→ 0.1	-6	1	-6	-6	-2	0	-3	-9	-5

# Continued:
# Results follow in this order: HIF activator	HDAC3 inh	HSP90 inh	AI-2 QS mod	HSF-1 act	Platelet DG rel	aSyn 5UTR inh	IEC-6 tox	KLF5 inh	HSF1 inh
- CS(=O)(=O)c1ccc(Cl)c(NC(=O)Cc2c(F)cccc2Cl)c1
→ -1.2	-3	-1	17	-31	24	0	0	-11	-19
- COc1cccc(NC(=O)CN(C)C(C)C(=O)Nc2cc([N+](=O)[O-])ccc2Cl)c1 (stereo not drawn)
→ -0.1	-2	9	16	46	3	-1	2	-7	21
- COc1cccc(C2=NOC(C(=O)Nc3cc(C)on3)C2)c1 (stereo not drawn)
→ 0.0	-4	0	4	3	0	-1	0	-23	-14
- OC(CCN1CCCCC1)(c1ccccc1)C1CCCCC1 (stereo not drawn)
→ 0.2	1	2	22	-4	-1	5	-2	-3	4
- COc1ccc(CNC(=O)C2CCN(S(=O)(=O)c3ccc4c(c3)NC(=O)C(C)S4)CC2)cc1 (stereo not drawn)
→ 0.0	0	-1	30	8	-10	16	0	-7	16
- CC(C)C(c1nnnn1C(C)(C)C)N1CCN(c2cccc(Cl)c2)CC1 (stereo not drawn)
→ .	1	-2	15	.	.	.	4	-1	.
- COc1ccc(Cl)cc1NC(=O)CN1CCN(Cc2ccccc2)CC1
→ -1.5	6	-1	20	7	6	15	-1	-35	-4
- COC(=O)[C@H](CCSC)NC(=O)N1CCC(C)CC1
→ 0.1	-3	4	9	-21	10	15	2	-40	-10
- Cc1ccc(C2CC(=O)c3cnn(-c4nc(C)cc(C)n4)c3C2)cc1 (stereo not drawn)
→ 0.0	-4	-4	19	19	0	-5	11	2	-3
- Nc1nnc(CC(=O)N/N=C/c2cccc(OCCOc3ccccc3)c2)s1
→ -0.4	-10	0	16	-8	-5	-120	0	-106	-2
- NC(CC(=O)NC(c1ccccc1)(c1ccccc1)c1ccccc1)C(=O)O (stereo not drawn)
→ -0.1	2	3	3	-3	3	-6	-3	-10	-10
- O=C(O)c1ccc2c(c1)C(=O)N(c1ccc([N+](=O)[O-])cn1)C2=O
→ 0.3	13	4	9	-6	5	-3	-5	-40	4

# Source: PubChem
